# CHO-K1 Ca PAM: M1 PAM counterscreen hit in parental CHO-K1 cells; ATP EC20, Fluo-8 calcium fluorescence; 0% at ATP EC20, 100% at ATP max; activation, % at 3 µM; 0.02% of 360,000 active; AID 602247;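 active means activation above the run cutoff, the mean activation of all test compounds plus 3 SD, cut at about 40% in these data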;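 further: peak over basal fluorescence ratio in a 140 s read after ATP addition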
# TAAR1 agonist: human TAAR1 agonism | CHO RD-HGA16 TAAR1, Fluo-8 calcium fluorescence; vehicle wells 0%, saturating PEA agonist 100% | activation, % at 3 µM | 0.99% of 360,000 active;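 active means activation above the mean activation of all test compounds in the run plus 3 SD, cut at about 38% in these data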
# Target sequence (Q96RJ0 whole entry, looked up): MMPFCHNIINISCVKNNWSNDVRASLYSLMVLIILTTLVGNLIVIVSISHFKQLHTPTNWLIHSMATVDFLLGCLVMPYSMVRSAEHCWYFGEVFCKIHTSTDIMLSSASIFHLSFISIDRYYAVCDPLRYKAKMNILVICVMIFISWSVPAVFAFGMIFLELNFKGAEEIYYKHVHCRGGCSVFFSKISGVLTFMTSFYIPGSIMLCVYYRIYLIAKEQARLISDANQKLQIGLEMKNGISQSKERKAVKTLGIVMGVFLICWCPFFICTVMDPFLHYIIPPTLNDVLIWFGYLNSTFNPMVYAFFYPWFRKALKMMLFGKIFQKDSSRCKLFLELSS
#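 Assay system – CHO-derived RD-HGA16 cells with stable Gα16 and human TAAR1 · Compound dosing – one-point dosing at 3 µM (nominal) · Incubation – 17-24 h seeding, 75 min 37 °C dye, 30 min RT · Measured by – kinetic Fluo-8 calcium fluorescence · Control set – DMSO vehicle as 0%, PEA at EC100 as 100% · Repeats – single well for each compound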
# M5 PAM: CHRM5 positive allosteric modulation; 0.3% of 360,000 active; activation, % at 3 µM; AID 624038; CHO-K1 hM5, Fluo-8 calcium, ACh EC20 PAM; 0% = ACh EC20, 100% = ACh EC100;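 active means activation above the run cutoff, the mean activation of all test compounds plus 3 SD, cut at about 18% in these data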
#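 System – CHO-K1 hM5 cells · Compound – 3 µM, single dose · Incubation – compound preincubation 140 s before EC20 acetylcholine addition · Technique – Fluo-8 calcium fluorescence · Measure – Max/basal fluorescence ratio as % of EC20–EC100 ACh window · Benchmarks – low control EC20 acetylcholine (0%), high control EC100 acetylcholine (100%) · Replication – singlicate, one well per test compound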
# M5 antag: blocks acetylcholine activation of human M5 receptor. 0.59% of 360,000 active. P08912. CHO-hM5 cells, Fluo-8 calcium fluorescence, ACh EC80. inhibition, % at 3 µM. AID 624040;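 active means inhibition above a per-plate cutoff, the mean of that plate's test compounds plus 3 SD, cut at about 27% in these data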;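 further: 0% = acetylcholine EC80 with DMSO and 100% = DMSO without agonist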
# CHRM5 agonist: CHRM5 agonism in calcium assay. P08912. CHO-K1 hM5 cells, Fluo-8 calcium fluorescence; 0% DMSO wells, 100% maximal acetylcholine response. activation, % at 3 µM. 0.19% of 360,000 active;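 active means activation above the run's mean over test compounds plus 3 SD, cut at about 23% in these data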;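 further: signal is peak over basal fluorescence ratio across the kinetic read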
# CRFR2-BP ag: CRF-BP/CRF-R2 complex agonism. AID 588473. activation, % at 13.2 µM. 0.46% of 350,000 active. HEK293 CRF-R2/CRF-BP, calcium dye fluorescence (FLIPR); percent of saturating CRF peptide response;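 active means activation of at least 50%, plus an integration ratio under a set limit after plate pattern correction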;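 further: plate controls were neutral control wells without compound for no effect and CRF at EC100 for full effect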
# TAAR1 antag: human TAAR1 antagonism | CHO RD-HGA16 TAAR1, Fluo-8 calcium fluorescence, antagonist | inhibition, % at 3 µM | 1.5% of 360,000 active;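 active means inhibition above a per-plate cutoff, the mean inhibition of test compounds on that plate plus 3 SD, cut at about 49% in these data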;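 further: 0% = DMSO plus EC80 beta-PEA response and 100% = DMSO alone without agonist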
#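 Assay system: CHO-derived RD-HGA16 cells stably expressing human TAAR1 plus Gα16. Timing: 140 s kinetic read after compound, 140 s after agonist. Technique: kinetic Fluo-8 calcium fluorescence measurement. Measure: % inhibition of agonist calcium response.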
# CHRM4 PAM: CHRM4 positive allosteric modulation; activation, % at 3 µM; 0.4% of 360,000 active; P08173; CHO-K1 hM4/Gqi5, Fluo-8 calcium fluorescence, ACh EC20; 0% = ACh EC20, 100% = maximal ACh;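 active means activation above its plate's cutoff, the mean activation of sample wells plus 3 SD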; further: some results filed as inactive read as strong as hits
# Target sequence (P08173 whole entry, looked up): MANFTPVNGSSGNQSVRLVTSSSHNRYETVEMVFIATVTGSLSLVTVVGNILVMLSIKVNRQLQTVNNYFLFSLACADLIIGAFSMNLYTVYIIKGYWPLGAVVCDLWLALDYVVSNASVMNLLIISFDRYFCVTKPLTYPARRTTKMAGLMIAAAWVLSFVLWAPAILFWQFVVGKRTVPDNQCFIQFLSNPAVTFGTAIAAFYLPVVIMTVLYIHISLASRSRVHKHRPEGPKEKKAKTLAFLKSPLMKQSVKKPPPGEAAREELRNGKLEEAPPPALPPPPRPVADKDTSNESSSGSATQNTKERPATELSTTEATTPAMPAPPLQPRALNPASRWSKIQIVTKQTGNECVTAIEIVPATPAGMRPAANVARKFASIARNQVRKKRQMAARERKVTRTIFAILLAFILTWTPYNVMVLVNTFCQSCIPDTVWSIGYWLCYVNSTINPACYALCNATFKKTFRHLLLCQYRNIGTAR
# CRFBP-R2 block: CRF-BP/CRF-R2 complex antagonism | HEK293 CRF-R2/CRF-BP, CRF-induced calcium fluorescence | inhibition, % at 11.8 µM | 0.59% of 350,000 active | AID 588475;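 active means inhibition of the ligand-induced calcium signal above about 50% at the single tested concentration, limit read from the data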
# The depositor's hits bear a star; / = no result given.
# Every second line gives: CHO-K1 Ca PAM	CRFR2-BP ag	TAAR1 agonist	M5 PAM	CHRM5 agonist	CRFBP-R2 block	CHRM4 PAM	TAAR1 antag	M5 antag
CC1CCC(NC(=O)C(NC(=O)c2ccccc2)C(C)C)CC1 (stereo not drawn)
  6.7	4.3	3.2	-0.2	0.9	10.6	8.7	2.0	7.2
CCOC(=O)[C@@H]1[C@H]2COc3ccccc3[C@H]2N2C(=O)N(c3cccc(F)c3)C(=O)[C@]12C
  -12.6	-0.7	6.1	-5.5	-1.9	4.6	1.1	4.2	14.1
CCOc1ccc(N2C(=O)S/C(=C\c3ccc(O)c(OC)c3)C2=O)cc1
  -14.1	3.7	3.9	-3.4	10.2	-7.8	-2.9	-16.7	-0.4
CCOC(=O)N1CCN(S(=O)(=O)N2CCCC(C(=O)NC(C)c3ccccc3)C2)CC1 (stereo not drawn)
  4.2	-0.3	0.6	1.1	-2.0	-6.6	1.9	-13.8	2.1
CCOC(=O)c1c(O)cc(C)cc1Nc1ccccc1
  -24.8	-9.3	-2.5	-8.0	-0.6	12.7	-10.3	-18.7	12.7
NC(=O)c1nsc(C(=O)N(c2ccccc2)C(C(=O)NCC2CCCO2)c2ccc3ncccc3c2)c1N (stereo not drawn)
  8.8	-2.4	14.0	-5.4	2.4	-2.7	-5.8	31.4	21.1
CC(C)CC(c1nnnn1C1CCCC1)N1CCN(c2ccccc2F)CC1 (stereo not drawn)
  16.0	1.9	7.2	0.1	-0.6	5.0	10.6	-0.2	-8.3
CCCCn1c(=O)n(CC(=O)Nc2c(CC)cccc2CC)c(=O)c2c1nc(CO)n2CCC
  23.0	-0.1	1.3	6.0	-2.8	0.1	1.4	-6.8	1.0
O=C(COc1cccc(C(F)(F)F)c1)Nc1ccc(S(=O)(=O)N2CCCC2)cc1
  8.5	-10.7	13.8	-13.6	-1.6	-28.5	-7.0	3.1	6.2
O=C(N/N=C/c1cccc([N+](=O)[O-])c1)c1cccc(Br)c1
  8.3	1.1	-0.2	-4.3	-0.4	9.8	-0.1	7.0	-6.4
CCOC(=O)c1nc2ccccc2c(C)c1C
  11.6	-0.4	-0.5	-2.4	-2.1	28.5	19.1	-17.5	-3.5
COc1ccccc1OCC(=O)NNC(=O)C1CCN(c2ncnc3sc(C)c(C)c23)CC1
  0.1	-2.3	8.7	-29.0	3.1	1.5	-10.5	43.8	18.0
Cc1ccccc1NC(=O)N1CCN(S(=O)(=O)c2ccccc2)CC1
  0.6	2.2	7.2	-8.5	-5.0	-5.6	2.8	-9.8	10.3
C=CCN1C(=O)C(=O)N(CC(=O)c2ccc3c(c2)CCCC3)C1=O
  -0.9	-0.8	3.4	15.4	-1.4	2.5	9.9	-0.1	-9.1
O=C(NCCc1ccccc1)c1ccc(=O)oc1
  -2.5	2.7	61.3*	2.2	1.4	-3.9	14.8	7.9	3.6

# Another view of 2 compounds above.
compound	CHO-K1 Ca PAM	CRFR2-BP ag	TAAR1 agonist	M5 PAM	CHRM5 agonist	CRFBP-R2 block	CHRM4 PAM	TAAR1 antag	M5 antag
CCCCn1c(=O)n(CC(=O)Nc2c(CC)cccc2CC)c(=O)c2c1nc(CO)n2CCC	23.0	-0.1	1.3	6.0	-2.8	0.1	1.4	-6.8	1.0
O=C(COc1cccc(C(F)(F)F)c1)Nc1ccc(S(=O)(=O)N2CCCC2)cc1	8.5	-10.7	13.8	-13.6	-1.6	-28.5	-7.0	3.1	6.2

# Part of the list above, field by field:
> CCOC(=O)N1CCN(S(=O)(=O)N2CCCC(C(=O)NC(C)c3ccccc3)C2)CC1 (stereo not drawn)
  CHO-K1 Ca PAM: 4.2 | CRFR2-BP ag: -0.3 | TAAR1 agonist: 0.6 | M5 PAM: 1.1 | CHRM5 agonist: -2.0 | CRFBP-R2 block: -6.6 | CHRM4 PAM: 1.9 | TAAR1 antag: -13.8 | M5 antag: 2.1
> CCOC(=O)c1c(O)cc(C)cc1Nc1ccccc1
  CHO-K1 Ca PAM: -24.8 | CRFR2-BP ag: -9.3 | TAAR1 agonist: -2.5 | M5 PAM: -8.0 | CHRM5 agonist: -0.6 | CRFBP-R2 block: 12.7 | CHRM4 PAM: -10.3 | TAAR1 antag: -18.7 | M5 antag: 12.7

# Remaining list, next part:
# Every second line gives: CHO-K1 Ca PAM	CRFR2-BP ag	TAAR1 agonist	M5 PAM	CHRM5 agonist	CRFBP-R2 block	CHRM4 PAM	TAAR1 antag	M5 antag
CN1C(=S)SC(/[N+]([O-])=C\c2ccco2)C1(C)C (stereo not drawn)
  7.1	1.4	2.1	2.7	-4.3	-4.2	12.8	-10.5	-2.9
COc1ccc(N2CC(C(=O)Nc3ccc(S(=O)(=O)N4CCOCC4)cc3)CC2=O)cc1 (stereo not drawn)
  4.2	-0.8	7.5	-9.0	-2.5	9.7	0.0	14.9	6.3
COc1ccc(C)cc1NC(=O)NCCC1=CCCCC1
  5.8	0.2	2.8	-5.6	-3.0	16.0	-1.0	3.5	2.0
O=C1Nc2ccccc2C(=O)N2[C@H](c3ccc(F)cc3)[C@@H]3C(=O)N(Cc4ccccc4)C(=O)[C@@H]3[C@H]12
  -20.6	13.1	15.8	-1.0	4.1	-12.1	6.1	5.0	7.0
COc1ccc(C2/C(=C(/O)c3ccc(Br)cc3)C(=O)C(=O)N2C)cc1OC (stereo not drawn)
  10.1	-0.5	-1.0	-2.6	-1.0	2.8	-2.0	16.6	10.5
CCc1nc(C)c(C#N)c2cc(OC)c(OC)cc12
  6.7	1.1	6.7	2.6	-1.8	12.1	3.6	-2.8	-1.4
CCC(=O)Nc1ccc(Cl)c(NC(=O)c2c(OC)cccc2OC)c1
  19.4	-1.0	0.8	9.4	-1.2	-8.9	13.0	11.3	1.3
CC(CCc1ccccc1)NC(=O)COC(=O)C1CCC(C(C)(C)C)CC1 (stereo not drawn)
  3.8	1.4	2.5	-0.7	-1.5	28.0	-3.9	-23.4	-3.6
O=C(Cn1c(=O)c2ccccc2n(CC(=O)N2CCCCC2)c1=O)N1CCCCC1
  8.7	-0.2	1.6	1.4	-18.7	-1.4	-12.7	-48.6	3.5
Cc1ccc(C(=O)NC(C)c2ccc(-n3ccnc3)cc2)o1 (stereo not drawn)
  16.7	-2.4	0.9	6.0	-5.2	13.5	10.6	4.5	1.1
O=C(CNC(=O)c1ccc(Br)o1)NCc1cccc(Cl)c1
  14.6	0.0	2.4	-2.2	-2.3	-1.0	2.8	-2.4	-4.8
COc1ccccc1Nc1nnc(SCC(=O)c2c(N)n(C3CC3)c(=O)[nH]c2=O)s1
  15.3	1.3	1.8	-9.7	1.2	-3.5	3.7	12.8	18.6
O=C(Cc1ccccc1)N1CCC(c2ccccc2)C1 (stereo not drawn)
  13.2	-0.7	2.6	-3.4	-3.6	7.8	3.3	10.2	16.2
COc1ccccc1C(C[N+](=O)[O-])c1c[nH]c2ccccc12 (stereo not drawn)
  26.2	-1.9	1.0	-6.2	-9.9	4.2	-16.3	18.9	9.2
COc1cc(OC)c(C#N)c(S(=O)Cc2ccccc2)c1 (stereo not drawn)
  13.5	1.1	3.1	1.8	-10.2	-7.5	-1.9	1.7	-5.8
O=C1CN(C(=O)c2ccc(Cl)nc2)c2ccccc2N1
  -6.9	-0.3	8.3	2.0	-0.1	11.4	7.0	2.2	-1.5
COc1ccc(C(=O)COC(=O)C2CCN(S(=O)(=O)c3cccc4cccnc34)CC2)cc1
  5.3	-1.4	8.3	-12.9	2.5	-4.9	-1.3	45.9	-0.3
Cn1nnnc1SCC(=O)N(C1CCCCC1)C1CCCCC1
  26.7	-2.3	19.1	4.6	-5.5	7.1	2.6	-7.2	11.5
Cc1ccccc1NC(=O)CN1C(=O)NC2(CCCCCCC2)C1=O
  25.2	-0.7	10.2	-5.4	1.2	-3.5	5.3	-15.8	4.6
Cc1ccc(S(=O)(=O)Cc2ccc(C(=O)N3CCCC3)o2)cc1
  6.7	0.5	1.1	-6.4	3.9	14.2	-3.2	-7.5	4.4
Cc1ccc(C(=O)OCC(=O)Nc2cc(S(=O)(=O)N3CCOCC3)ccc2C)cc1
  17.0	-2.0	0.1	1.6	-1.6	-3.2	-1.7	11.4	9.7
COc1cc(NC(=O)COc2ccccc2C)ccc1NC(=O)c1ccco1
  3.5	-0.5	0.2	-6.7	-0.5	-9.4	-1.1	13.8	0.1
CCOC(=O)[C@]12CCCC=C1N(Cc1ccc(Cl)cc1Cl)C(=O)[C@H](CC(=O)N1CCOCC1)C2
  16.7	/	3.5	-3.9	0.0	/	1.2	-34.6	1.9
Cc1ccc(C)c(OCCC(=O)OCC(=O)Nc2ccc(Cl)cn2)c1
  -2.0	0.8	3.4	5.3	4.1	2.4	7.0	8.1	-3.9
CC1(C)Cc2ccccc2C2=NNC(=O)C2=N1
  2.3	-0.5	0.9	2.2	-1.1	-3.5	2.0	-5.7	-0.9
Cc1ccc(C(=O)OCC(=O)Nc2ccc3[nH]c(=O)[nH]c3c2)cc1[N+](=O)[O-]
  23.2	0.6	1.5	0.0	1.1	10.0	4.8	-17.3	2.6
COc1ccc(NC(=O)C2CCN(C(=O)NCc3ccccc3)CC2)cc1
  19.3	-1.1	11.4	5.1	0.2	-4.9	1.0	17.7	-0.9
Cc1c(N=Nc2ccc(O)cc2)c(=O)n(-c2ccccc2)n1C
  1.6	-0.7	3.3	0.5	0.9	1.6	-3.5	-6.2	4.5
Cn1cccc1Cc1nnc(SCC(=O)NCC2CCCO2)n1C (stereo not drawn)
  25.3	-1.2	-0.6	3.5	-2.3	-5.9	2.9	5.6	1.4
COc1ccc(-c2nnc(NC(=O)C3CCCN3S(=O)(=O)c3cccs3)o2)cc1 (stereo not drawn)
  6.6	0.7	2.0	-4.3	1.0	-1.8	1.9	-6.3	9.7
COc1ccc(NC(=O)C2CCN(S(=O)(=O)c3cccc4nonc34)CC2)cc1OC
  -3.9	0.3	8.7	3.8	2.6	-3.4	-8.1	14.1	6.9
Cc1ccnc(NC(=O)CCC(=O)N(CC(=O)NCc2ccccc2)Cc2ccc(F)cc2)c1
  0.6	0.8	2.4	-5.8	-0.6	-1.9	-2.1	-3.1	5.9
Cc1oncc1C(=O)Nc1cccc2ccccc12
  8.9	-1.3	3.1	7.1	-2.8	1.6	1.1	-21.3	2.4
Cc1cc(C)n(C(=O)c2cc(F)c(F)cc2C)n1
  -2.5	-6.0	3.2	9.3	-0.4	1.4	-3.8	-8.1	-6.4
CC(C)(C)C(=O)Nc1cc2c3c(c1)CCN3C(=O)CC2
  8.2	1.7	0.8	-2.2	-4.4	-4.2	-1.1	-11.2	11.8
COc1ccc2c(C#N)c3ccccn3c2c1
  15.4	13.9	-0.2	11.2	0.0	-21.1	-1.3	25.4	2.1
O=C(COc1cccc2ccccc12)N1CCN(c2ccccn2)CC1
  -0.7	1.5	8.4	-11.6	-1.4	2.0	-2.2	5.2	4.5
COC(=O)[C@@H](Cc1ccccc1)NC(=O)Cn1cnc2c(SC)nc(N)nc21
  2.8	0.1	-0.4	0.6	1.5	-3.7	-2.0	21.6	-13.3
C=CCn1c(O)c(C=Nc2ccccc2)sc1=S
  -12.2	10.3	13.9	5.0	-1.7	-21.4	-5.7	-5.7	-5.2

# Source: PubChem
